SMN2 splice up = qHTS Assay for Enhancers of SMN2 Splice Variant Expression; HEK293 SMN2-luciferase splicing reporter, luminescence, 30-36 h; Potency, µM (highest dose often 46.1 µM), inactives show at the top dose activity change, positive = activation, usual class: activators; 210,000 compounds, 2.8% hits; AID 1458, 2008; further: % of control where 0% means no effect; nearly all actives have a fitted effect of over 55% in size
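HEK293 cells carry an SMN2 minigene-luciferase reporter in which exon 7 inclusion puts luciferase in frame. Cells were seeded at 2000 cells/well, attached for 10-12 hours, then exposed to compounds for 30-36 hours at 37C before ONE-Glo luminescence.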
GAA glycogen = qHTS Assay for Inhibitors and Activators of Human alpha-Glucosidase Cleavage of Glycogen. Lysosomal alpha-glucosidase (Homo sapiens), P10253. recombinant GAA, glycogen substrate, Amplex Red glucose oxidase fluorescence. Potency, µM (titrated, usually from 76.4 µM), for the others: at the top dose activity change, negative = inhibition, usual class: inhibitors. 300,000 compounds, 0.38% hits;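 further: 0% = full enzyme reaction and -100% = no-enzyme basal signal; the screen sought inhibitors and activators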
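Natural-substrate format: glycogen cleavage by 4 nM human enzyme, glucose read by Amplex Red coupling (Ex 573, Em 610 nm). Normalized to enzyme and no-enzyme controls.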
Numbers without * were called inactive; ? = inconclusive; & = joins results of further samples; [ ] = another dose, or the depositor's remark. The call rests on the fitted dose curve; in most records, active means well fitted curve in the direction sought with a large enough effect; inconclusive means small, poorly fitted or top-dose-only effect, or another doubt; inactive means no such curve, though single readings can be large; an effect the other way counts as inactive or inconclusive. Potency means the concentration at half of the fitted maximal effect.

Results follow in this order: SMN2 splice up	GAA glycogen
- Cc1cccc(CCn2c(=O)c3ccccc3n(CC(=O)Nc3ccccc3F)c2=O)c1
→ 10%	1%[76.3 µM]
- CCOc1ccc(N2C(=O)c3n[nH]c(-c4cccs4)c3C2c2cccc(F)c2)cc1 (configuration not stated)
→ -37%[inhibitor]	3%[76.3 µM]
- CCOC(=O)CC(NC(=O)Cn1nnc(-c2ccc(C(F)(F)F)cc2)n1)c1ccccc1Cl (configuration not stated)
→ -7%	10%[76.3 µM]
- CCOC(=O)c1c(NC(=O)CSc2cn(CCNC(=O)c3ccc(OC)cc3)c3ccccc23)sc2c1CCC2
→ -3%	0%[76.3 µM]
- O=C(Cn1c(=O)nc(-c2ccccc2)c2ccccc21)NCCCc1ccccc1
→ -5%	-9%[76.3 µM]
- Cc1ccccc1C(=O)Nc1ccc(NC(=O)c2cccs2)cc1
→ 3.5µM*	16%[76.3 µM]
- CCCC1=Nc2cc(C(=O)NC(C)c3ccccc3)ccc2Sc2ccc(C)cc21 (configuration not stated)
→ -15%	12%[76.3 µM]
- CC(C)CC(=O)n1nc(-c2ccco2)nc1NCc1ccc(Cl)cc1
→ 2%	-4%[76.3 µM]
- COCc1cc(C)nc2sc(C(=O)Nc3ccc(C(C)=O)cc3)c(N)c12
→ ?	-8%[76.3 µM]
- CCCCCCOc1ccc(/C=C/C(=O)Nc2sc3c(c2C(=O)OC)CCC3)cc1OC
→ 4%	10%[76.3 µM]
- Cc1ccc(CNc2nnc(C)c3nnn(Cc4ccc(F)cc4)c23)cc1
→ 0%	9%[76.3 µM]
- CC(=O)c1ccc(NC(=O)Cn2cc3c(n2)CCCC3)cc1
→ 2%	16%[76.3 µM]
- CCc1ccc(C2c3c(oc4ccc(C)cc4c3=O)C(=O)N2c2nc(C)c(C)s2)cc1 (configuration not stated)
→ -2%	-6%[76.3 µM]
- O=C(NCc1ccc(F)cc1)c1ccc(CSc2nc3ccncc3n2Cc2ccc(F)cc2)cc1
→ -4%	4%[76.3 µM]
- CC(=O)c1cccc(-n2c(=O)c3c4c(sc3n(CC(=O)c3ccc(Cl)cc3)c2=O)CN(C(C)=O)CC4)c1
→ -3%	-3%[76.3 µM]

(listing goes on)
Results follow in this order: SMN2 splice up	GAA glycogen
- CCCCC(CC)CNC(=O)c1ccc2c(=O)n(CCOC)c(=O)[nH]c2c1 (configuration not stated)
→ 4µM*	-2%[76.3 µM]
- COC(=O)c1ccccc1NC(=O)c1nc(SCc2ccccc2C)ncc1Cl
→ -6%	15%[76.3 µM]
- CC1(C(=O)Nc2cccc(Br)c2)Cc2ccccc2C(=O)O1 (configuration not stated)
→ -17%	-15%[76.3 µM]
- COc1ccc(-c2nc3cc(C)ccn3c2NC(=O)c2ccc(F)cc2)cc1
→ 23%	-26%[76.3 µM]
- COc1ccc(CNC(=O)c2nc(SCc3ccccc3F)ncc2Cl)cc1
→ -52%[inhibitor]	?
- Cc1cc(NC(=O)CCc2nc3cccnc3n2-c2ccccc2)ccc1Br
→ -13%	10%[76.3 µM]
- Cc1oc(-c2ccc(Cl)cc2)nc1CS(=O)CC(=O)NCc1ccc(Cl)cc1 (configuration not stated)
→ -6%	0%[76.3 µM]
- COc1cc2[nH]c(=O)n(CCC(=O)N3CCN(c4ccc(Cl)cc4)CC3)c(=O)c2cc1OC
→ 11%	-2%[76.3 µM]
- Cc1ccc2nc(-c3cc(NC(=O)/C=C/c4ccccc4)ccc3Cl)oc2c1
→ 8%	3%[76.3 µM]
- O=C(O)c1c(-c2ccccc2)oc2ccc(OCc3c(F)cccc3Cl)cc12
→ -3%	6%[76.3 µM]
- Oc1ccccc1-c1nc(/C=C/c2ccc(F)cc2)no1
→ 3%	2%[76.3 µM]
- CN(C)c1ccc(NC(=O)CCSc2nc(-c3ccco3)cc(C(F)(F)F)n2)cc1
→ 3%	20%[76.3 µM]
- O=C(CCn1c(=O)c2ccccc2n(Cc2ccc(Cl)cc2)c1=O)NCc1ccc2c(c1)OCO2
→ 11%	-10%[76.3 µM]
- N#C/C(=C\c1ccccc1)c1nc(-c2cc3c(ccc4ccccc43)oc2=O)cs1
→ 5%	-2%[76.3 µM]
- COc1ccc(CCNC(=O)c2ccc(Cn3c(=O)c4ccccc4n(Cc4cccc(Cl)c4)c3=O)cc2)cc1OC
→ -27%	4%[76.3 µM]

Next part
Results follow in this order: SMN2 splice up	GAA glycogen
- CCOc1ccc2oc(=O)cc(CN3CCN(C(=O)c4ccc(Cl)cc4)CC3)c2c1
→ -21%	-5%[76.3 µM]
- CCCOc1ccc(C(=O)Nc2ccc(NC(=O)c3ccccc3)c(Br)c2)cc1
→ -18%	0%[76.3 µM]
- CCC(C)NC(=O)Cn1c(=O)n(-c2ccc(OC)c(OC)c2)c(=O)c2ccccc21 (configuration not stated)
→ 0%	11%[76.3 µM]
- CCCCC(CC)CNC(=O)C1CCN(S(=O)(=O)c2cccc3nsnc23)CC1 (configuration not stated)
→ 3%	18%[76.3 µM]
- Cc1ccc(-c2ccc(=O)n(CC(=O)Nc3ccc(C(C)C)cc3)n2)cc1
→ -2%	12%[76.3 µM]
- COc1ccc(OC)c(CNC(=O)CCc2c(C)nc3c(c2C)c(=O)n(C)c(=O)n3C)c1
→ 10%	-6%[76.3 µM]
- CCOC(=O)c1c(NC(=O)C(C)Sc2cn(CCNC(=O)c3c(F)cccc3F)c3ccccc23)sc2c1CCC2 (configuration not stated)
→ -3%	5%[76.3 µM]
- Cc1ccc(Cl)cc1NC(=O)C(NS(=O)(=O)c1cccc2nsnc12)c1ccccc1 (configuration not stated)
→ 2%	15%[76.3 µM]
- CC1(C)CC(=O)c2cc(C(=O)Nc3ccc(Br)cc3)c(=O)n(-c3ccc(Cl)cc3)c2C1
→ -1%	-1%[76.3 µM]
- Cc1ccc(-c2cc3ncc4c(n3n2)-c2cc(Cl)ccc2OC4)cc1
→ 3%	1%[76.3 µM]
- O=c1c2sc3ccccc3c2n(Cc2cccc(Cl)c2)c(=O)n1Cc1ccccc1
→ 0%	10%[76.3 µM]
- CCCCC(CC)CNC(=O)CCCn1c(=O)[nH]c2ccsc2c1=O (configuration not stated)
→ 8%	-7%[76.3 µM]
- O=c1oc2ccccc2cc1-c1cn2cc(Cc3ccc(F)cc3)sc2n1
→ 16%	0%[76.3 µM]
- Cc1ccc(OCCn2cc(C(=O)c3cccs3)c3ccccc32)cc1
→ -30%	-2%[76.3 µM]
- CCCS(=O)(=O)c1c(S(=O)(=O)CCC)c2cc(CC)ccn2c1C(=O)c1ccc(OC)cc1
→ -13%	2%[76.3 µM]

4 entries out of the list, sorted by SMILES length, high to low:
Results follow in this order: SMN2 splice up	GAA glycogen
- CC1(C)CC(=O)c2cc(C(=O)Nc3ccc(Br)cc3)c(=O)n(-c3ccc(Cl)cc3)c2C1
→ -1%	-1%[76.3 µM]
- CCCS(=O)(=O)c1c(S(=O)(=O)CCC)c2cc(CC)ccn2c1C(=O)c1ccc(OC)cc1
→ -13%	2%[76.3 µM]
- CCCCC(CC)CNC(=O)C1CCN(S(=O)(=O)c2cccc3nsnc23)CC1 (configuration not stated)
→ 3%	18%[76.3 µM]
- CCCCC(CC)CNC(=O)CCCn1c(=O)[nH]c2ccsc2c1=O (configuration not stated)
→ 8%	-7%[76.3 µM]

Additional compounds follow:
Results follow in this order: SMN2 splice up	GAA glycogen
- COc1cc(Cl)ccc1Nc1ncc(C(=O)N2CCN(c3ccccc3OC)CC2)c2ccccc12
→ 4%	6%[76.3 µM]
- COc1ccc(C(=O)COC(=O)CCCC(=O)Nc2ccc(C(C)=O)cc2)cc1
→ 9%	-2%[76.3 µM]
- Cc1ccc(-c2nnc(Nc3ccc(F)cc3)c3ccccc23)cc1S(=O)(=O)NC(C)C
→ -15%	15%[76.3 µM]
- Cc1ccc(-n2c(=O)c3c4c(sc3n(CC(=O)C(C)(C)C)c2=O)CCCCC4)cc1C
→ 2%	7%[76.3 µM]
- COc1cccc(-c2nc(CS(=O)(=O)CC(=O)N3CCN(c4ccccc4)CC3)c(C)o2)c1
→ -7%	-1%[76.3 µM]
- CCc1ccc(NC(=O)Cn2c(=O)n(CCCCC(=O)NCCc3ccc(Cl)cc3)c(=O)c3ccccc32)cc1
→ 8%	14%[76.3 µM]
- Cc1nc2sccn2c(=O)c1S(=O)(=O)Nc1cccc(Cl)c1C
→ -32%[inhibitor]	21%&12%[76.3 µM]
- Cc1nc2sccn2c(=O)c1S(=O)(=O)Nc1ccc(N2CCOCC2)c(Cl)c1
→ -22%	20%&14%[76.3 µM]
- COc1ccc(N2CCN(Cc3nc4c(c(=O)[nH]c(=O)n4C)n3Cc3ccccc3F)CC2)cc1
→ -9%	-7%[76.3 µM]
- CSc1nn(Cc2cccc(Cl)c2)c(N(C(C)=O)C(C)=O)c1S(=O)(=O)c1ccccc1
→ -7%	-13%[76.3 µM]
- CC(=O)N1CCc2cc(S(=O)(=O)NC(CC(C)C)C(=O)Nc3cc(C)cc(C)c3)ccc21 (configuration not stated)
→ 6%	-10%[76.3 µM]
- COc1cc2nc(Nc3ccc(C)c(C)c3)nc(N)c2cc1OC
→ -8%	-4%
- CCOC(=O)CSc1nc2sc3c(c2c(=O)n1-c1ccccc1)CC(C(C)C)OC3 (configuration not stated)
→ 4%	-5%[76.3 µM]
- COc1ccc(Cl)cc1NC(=O)Cc1coc2c(C)c(C)ccc12
→ -14%	-2%[76.3 µM]
- O=C(NCc1cccs1)c1nn(-c2ccccc2)nc1CO
→ -42%[inhibitor]	-10%[76.3 µM]

Entries of single compounds, quoted from the list:
Shown for `Cc1ccc(-n2c(=O)c3c4c(sc3n(CC(=O)C(C)(C)C)c2=O)CCCCC4)cc1C` → SMN2 splice up: 2%; GAA glycogen: 7%[76.3 µM]
Shown for `CCOc1ccc(N2C(=O)c3n[nH]c(-c4cccs4)c3C2c2cccc(F)c2)cc1` (configuration not stated) → SMN2 splice up: -37%[inhibitor]; GAA glycogen: 3%[76.3 µM]

More entries
Results follow in this order: SMN2 splice up	GAA glycogen
- CCCN1Cc2cccc(C(=O)Nc3cc(Cl)ccc3C)c2C1=O
→ 5%	17%[76.3 µM]
- Cc1cccc(NC(=O)c2c(N)sc3c2CCC(C)C3)c1 (configuration not stated)
→ 17%	-11%[76.3 µM]
- COc1ccc(-c2cc(OC(=O)c3ccc(F)cc3)c3c(C)oc(C)c3c(=O)c2)cc1OC
→ 3%	0%[76.3 µM]
- CCOC(=O)c1ccc(N2C(=O)c3n[nH]c(C)c3C2c2ccc(C(C)C)cc2)cc1 (configuration not stated)
→ 2%	-20%[76.3 µM]
- CCOCCCNC(=O)C(c1ccc(C)cc1)N(Cc1ccc2c(c1)OCO2)C(=O)c1ccc(NC(C)=O)cc1 (configuration not stated)
→ 11%	13%[76.3 µM]
- Cc1ccc(-c2nnc(Nc3ccc(OC(F)(F)Cl)cc3)c3ccccc23)cc1S(=O)(=O)NC(C)(C)CO
→ 16%	0%[76.3 µM]
- CCCOc1cccc(C(=O)N(Cc2ccc(C)o2)C2CCS(=O)(=O)C2)c1 (configuration not stated)
→ -2%	10%[76.3 µM]
- Cc1ccc(N2CC(C(=O)Nc3ccc(N(C)C)cc3)CC2=O)cc1Cl (configuration not stated)
→ -1%	-10%[76.3 µM]
- COc1ccc(CNC(=O)c2ccc3c(c2)N(Cc2ccccc2)C(=O)c2ccccc2S3=O)cc1 (configuration not stated)
→ 10%	-4%[76.3 µM]
- COc1ccc(-n2c(=O)c3c4c(sc3n3c(SC(C)C)nnc23)COC(C(C)C)C4)cc1 (configuration not stated)
→ 1%	-5%[76.3 µM]
- CCCOc1ccc(C(=O)Nc2ccc(NC(=O)c3ccccc3)c(C)c2)cc1
→ 15%	6%[76.3 µM]
- COC(=O)N1CCCc2cc(S(=O)(=O)NCc3ccccc3)ccc21
→ -6%	-6%[76.3 µM]
- O=C(Nc1ccccc1C(F)(F)F)c1noc2c1CCCC2
→ ?	5%[76.3 µM]
- CCOC(=O)c1c(NC(=O)/C=C/c2ccc(OCC)cc2)sc2c1CCC2
→ 28%	-10%[76.3 µM]
- CCN1C(=O)c2ccccc2S(=O)(=O)c2ccc(C(=O)NCc3ccccc3OC)cc21
→ -13%	-6%[76.3 µM]

The results go on.
Results follow in this order: SMN2 splice up	GAA glycogen
- CCCS(=O)(=O)c1c(S(=O)(=O)CCC)c2cc(C(C)(C)C)ccn2c1C(=O)c1ccccc1
→ -14%	-8%[76.3 µM]
- Cc1nc2ccc(S(=O)(=O)NC(C(=O)NCc3ccc(Cl)cc3)C(C)C)cc2s1 (configuration not stated)
→ -10%	-7%[76.3 µM]
- CCCCOc1ccc(C(=O)N(Cc2ccco2)Cc2ccco2)cc1
→ 0%	-15%[76.3 µM]
- CCOc1ccccc1NC(=O)CCc1c(C)nc2c3cccnc3nn2c1C
→ -4%	14%[76.3 µM]
- CCN(C(=O)c1cn(C)c(=O)c2ccccc12)c1cccc(C)c1
→ 5%	-13%[76.3 µM]
- CCc1ccc(Oc2c(C(F)(F)F)oc3c(CN4CCC(C)CC4)c(O)ccc3c2=O)cc1
→ -8%	-12%[76.3 µM]
- CCc1ccc(S(=O)(=O)c2nnn3c2nc(N2CCC(C)CC2)c2cc(Cl)ccc23)cc1
→ -13%	-14%[76.3 µM]
- COc1ccc(-c2noc(CCC(=O)NCc3ccc(C)cc3)n2)cc1
→ -1%	1%[76.3 µM]
- COc1ccc(CCNC(=O)Cc2c(C)c3c(cc(C)c4c(C)c(C)oc43)oc2=O)cc1OC
→ 2%	8%[76.3 µM]

Some of the compounds tested; rates above refer to the full screens.
